Dynein transport – blocks dynein driven cargo transport along microtubules; 3617.4 mouse cells, GR-EGFP nuclear translocation imaging; test concentration mostly 20 µM; stimulated with dexamethasone, 1 µM; stronger effect = lower value; z-score, hits read low; 220,000 tested, 0.47% active; AID 1381;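 active = plate z-score of nuclear minus cytoplasmic receptor signal below a set negative limit, without overly bright fluorescence or cell loss, cut at about -3.5 in these data, passing the limit was not always enough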;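 also: z-score of nuclear minus cytoplasmic ring GR-EGFP intensity difference per well; some compounds called inactive have numbers as strong as hits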
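Schedule: 48 h induction, then 1 h compound, then 30 min agonist, 37 °C. Buffer or medium: tetracycline-free induction medium containing charcoal-stripped FBS. Reagent: 1.0 µM final dexamethasone stimulus. Evaluation: nuclear versus cytoplasmic GR-EGFP signal, averaged per well. Signal: high-content fluorescence imaging after fixation.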
MT stabilize HCS – microtubule stabilizers in HeLa cells. HeLa tubulin immunostaining HCS, 24 h; share of cells brighter than vehicle mean+2SD. % tubulin-high responders, % at 10 µM. 200,000 tested, 0.83% active. AID 2205;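 active = plate Z-score above 3 for both tubulin-high and condensed-nucleus cell shares, with cell loss under 80%, at 10 µM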;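 also: anti alpha tubulin signal scored within the nucleus-defined area of each cell; some results filed as inactive read as strong as hits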
TNAP activators – stimulation of alkaline phosphatase TNAP activity – biochemical, luminescent, no phosphate acceptor, uHTS, primary screen (AID 1001); purified TNAP, luminescent activation assay, no phosphate acceptor; higher activation fold means a stronger effect; one-dose activation fold at 20 µM; EC50 in µM for titrated hits; 200,000 tested, 0.03% active; in the data active = activation fold from about 3, or a potency from the dose series; inactive = the rest, 99 in 100 with activation fold below about 1.6; also: many of its hits are not listed in these tables
Lipid droplet – modulators of hepatic lipid droplet formation. 240,000 tested, 0.4% active. AML12 mouse hepatocytes, oleate lipid droplets, BODIPY imaging. AID 1656. inhibition, % at 6.5 µM;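 active = lipid droplet intensity inhibited by at least 50%, with more than 500 cells counted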
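Test system: AML12 mouse liver cells; schedule: overnight exposure; technique: high-content imaging of BODIPY-stained droplets and DAPI nuclei; read-out: % inhibition of corrected integrated BODIPY droplet signal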
b-catenin transl – modulators of beta-catenin nuclear translocation; 190,000 tested, 0.3% active; AID 1665; HeLa beta-catenin nuclear translocation, immunofluorescence imaging; nuclear translocation activity, % at 5 µM;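 active = nuclear translocation activity above 50% at 5 µM, with a well cell count of 50 or more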;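 also: per-cell ratio of nuclear to cytoplasmic median beta-catenin stain intensity; plate controls were DMSO negative control for no effect and GSK-3 inhibitor IX positive control for full effect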
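Technique: fluorescence imaging of beta-catenin antibody stain plus DAPI / Material: human HeLa cell line / Incubation: compound treatment 24 h, 37°C, 5% CO2 / Read-out basis: % activation of per-cell nuclear versus cytoplasmic median beta-catenin signal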
T cell modulator – modulates CD8 T cell binding to vesicles. calls only at 7 µM. 330,000 tested, 0.068% active. 2C CD8+ T cell-vesicle binding, flow cytometry; stronger effect = lower value. AID 2052;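 active = response, share of CD8 T cells binding vesicles, and their 90th percentile fluorescence all below set limits, cut at about 80% in these data, passing the limit was not always enough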
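System: murine 2C transgenic CD8+ T lymphocytes; also added: QL9-loaded Drosophila micro-vesicles; times: binding 1.5 h at 37 °C; measured by: flow cytometry, PE anti-B7-1 (FL2) versus Alexa647 anti-CD8 (FL8), PFA-fixed; control set: Peptide-free naked vesicles (low) and QL9 vesicles with 0.7% DMSO vehicle (high)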
Myeloid diff 2 – myeloid differentiation induction; 360,000 tested, 1% active; calls only at 10 µM; ER-HoxA9 myeloid progenitors, lysozyme-GFP differentiation, flow cytometry;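 active = normalized GFP-positive differentiation at or above the plate's own cutoff, the solvent-only control mean plus 3 SD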;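 also: cells exposed to compound for four days before flow analysis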
Insulin prom up – MIN6 insulin promoter up-regulation; MIN6 insulin promoter-GFP reporter, high-content imaging; stronger effect = higher value; z-score at 5 µM; 190,000 tested, 0.3% active; AID 1625;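 active = z-score above 3 at 5 µM with at least 500 cells counted in the well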
human PMI inhibition – inhibitors of human PMI, primary screen, biochemical, fluorescence intensity, coupled assay (AID 1209); purified PMI enzyme, coupled fluorescence intensity; higher % means a stronger effect; inhibition, % at 20 µM; hits with a dose series show IC50 in µM; 190,000 tested, 0.42% active; in the data active = inhibition above about 50%;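 also: plate controls were DMSO vehicle for no effect and wells lacking substrate for full effect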
Dynein transport cytoplasmic EGFP – recorded beside Dynein transport, whose call it bears; z-score; measured here: cytoplasmic GR-EGFP intensity; stronger effect = higher value
Dynein transport nuclear GR-EGFP – also measured in Dynein transport; calls as there; z-score; measured here: nuclear GR-EGFP intensity;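 lower value marks the stronger effect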
Dynein transport cell count – further read-out of Dynein transport, marked with its call; z-score; measured here: cell count per field
Insulin prom up cell count – further read-out of Insulin prom up, marked with its call; cell count; measured here: cytotoxicity, nuclei count;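 total cells summed across four imaged fields per well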
Lipid droplet cells 6.5 µM – also measured in Lipid droplet; calls as there; cell count; measured here: cell count, cytotoxicity flag;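 cells counted across two imaged fields per well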
b-catenin transl cell count 5 µM – recorded beside b-catenin transl, whose call it bears; cell count; measured here: cell count, cytotoxicity flag
T cell modulator vesicle-bound % – also measured in T cell modulator; calls as there; double positive events, %; measured here: CD8+ vesicle-bound cell fraction;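 binding gate set so that unloaded-vesicle control wells show 10% double positive cells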
MT stabilize HCS Hoechst-high % – further read-out of MT stabilize HCS, marked with its call; % Hoechst-high responders; measured here: nuclear condensation Hoechst responders;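 share of cells brighter than vehicle mean plus two SD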
MT stabilize HCS cytotoxicity % – also measured in MT stabilize HCS; calls as there; toxicity, %; measured here: cytotoxicity by cell density;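 0% = mean cell density of plate MIN control wells and 100% = no cells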
Myeloid diff 2 GFP+ MAC1+ % – further read-out of Myeloid diff 2, marked with its call; GFP+ MAC1+ double positive, %; measured here: differentiation confirmed by MAC1 staining
Starred values were filed as active, the others as inactive; i = inactive; x = no result given; + = active, no number. Compounds were not picked by outcome; overall some 3% were active at least once.

Below each SMILES: Lipid droplet, MT stabilize HCS Hoechst-high %, Lipid droplet cells 6.5 µM, MT stabilize HCS, Insulin prom up, T cell modulator vesicle-bound %, b-catenin transl, Dynein transport, human PMI inhibition, Dynein transport nuclear GR-EGFP, MT stabilize HCS cytotoxicity %, Myeloid diff 2, Insulin prom up cell count, T cell modulator, TNAP activators, b-catenin transl cell count 5 µM, Dynein transport cytoplasmic EGFP, Myeloid diff 2 GFP+ MAC1+ %, Dynein transport cell count
- Oc1ccccc1/C=N/N1CCCCC1
→ 4, 2.7, 635, 3.6, -0.07, 44, -1.2, 0.68, 11%, 1.3, 3.6, i, 1281, i, 1, 1108, -0.26, 0.0, 0.17
- COc1ccc(N/N=C2/CCCCC2=O)cc1
→ 7, 1.2, 687, 1.3, -1.1, 19, 5.5, 0.8, -51%, 0.76, 10, i, 1865, i, 1.1, 937, -0.22, 0.9, -0.32
- CCCOP(=O)(c1ccc(N(C)C)cc1)C(Nc1ccccc1)c1ccc(C)cc1 (stereo not drawn)
→ -3, x, 648, x, -0.06, 16, -2.4, -0.17, x, -0.15, x, i, 1363, i, x, 1111, -0.28, 0.3, -0.2
- CN(C)C(=O)N1CCCC(C(=O)NCc2ccc(F)cc2Cl)C1 (stereo not drawn)
→ 0, 2.7, 833, 4.3, 1.8, 24, x, -0.7, -4%, 0.0019, 9.5, i, 1215, i, 1, x, -0.21, 0.7, 0.27
- O=C(Nc1cccc(C(F)(F)F)c1)n1cc(-c2ccccn2)c(N2CCOCC2)n1
→ -32, 1.9, 685, 5.3, 1.1, 45, 0.4, 0.56, -7%, 0.43, 0.3, i, 923, i, 1.1, 937, -0.052, 0.0, 0.69
- CCNc1nc(NC(C)C)nc(Nn2cnnc2)n1
→ 4, 3.4, 754, 2.5, -0.66, 21, -1.1, -1.3, 1%, -0.3, 18, i, 1393, i, 1.1, 1119, -0.21, 1.8, 0.69
- O=C(CCc1ccccc1)Nc1ccccc1C(=O)N1CCOCC1
→ -8, 2.7, 718, 5.1, -0.08, 23, 2.0, -0.085, 3%, 0.29, 1.6, i, 1423, i, 1.1, 1078, 0.12, 0.4, -0.34
- Cc1c(-c2ccncc2)oc2ccc(Br)cc2c1=O
→ 5, 2.2, 761, 4.9, -0.7, 17, -3.7, 0.13, 6%, 0.62, 4.7, x, 1546, i, 1.1, 865, 0.071, x, -0.41
- CCCc1cc(=O)[nH]c(SCC(=O)N2CCN(c3ccccc3)CC2)n1
→ 5, 1.6, 755, 1.3, 0.56, x, 3.7, -0.41, 7%, -0.25, 9.0, i, 1322, x, 1.1, 1139, -0.1, 3.9, 0.77
- CCN1CCN(S(=O)(=O)Cc2ccccc2)CC1
→ -4, 1.7, 626, 2.7, x, 12, x, -0.28, 0%, -0.2, 2.3, i, x, i, 1.1, x, -0.28, 1.1, 1.1
- COCCN1Cc2cccc(C(=O)NC(C)c3cccs3)c2C1=O (stereo not drawn)
→ 18, 1.6, 777, 1.6, -0.65, 24, x, -0.3, 1%, -0.28, 7.9, i, 854, i, 1.2, x, -0.28, 0.7, 0.29
- Cc1cc(O)c(C(C)C)cc1NS(=O)(=O)c1ccccc1
→ 12, 2.0, 755, 2.5, -0.42, 60, 1.9, -0.77, 3%, -0.46, 6.3, i, 1190, i, 1, 1152, -0.17, 0.6, -0.24
- CN(CC(=O)NC(=O)NCc1ccco1)CC(=O)Nc1ccccc1Cl
→ -8, x, 728, x, 0.12, 51, -1.4, 1.8, x, 0.69, x, x, 1492, i, x, 1109, -0.21, x, -1.7
- COc1ccc(C2CC(C)=C(C#N)S(=O)(=O)C2C#N)cc1 (stereo not drawn)
→ -1, x, 637, x, 0.43, 38, -0.6, 0.55, x, 0.71, x, i, 1000, i, x, 1419, -0.11, 0.4, -1.9
- CN=C(c1ccco1)n1c(=S)nc(-c2ccco2)n(C)c1=S
→ x, 3.4, x, 3.8, -0.12, 28, 3.1, -0.86, 51%*, -0.24, 4.9, i, 1390, i, 2.6, 1072, 0.0066, 0.8, 0.2
- CCS(=O)(=O)c1ccc2c(c1)NC(=O)C(CCCl)O2 (stereo not drawn)
→ 0, 1.2, 706, 1.2, -0.09, 26, 5.3, 0.94, -16%, 0.76, 5.0, i, 1452, i, 1, 984, -0.21, 0.1, -1.1
- CCOC(=O)c1ccccc1NC(=O)CSc1nnc(COc2ccccc2)n1CC
→ x, 1.2, x, 3.3, x, 12, -0.3, -0.091, 10%, 0.12, 4.5, i, x, i, 1, 1214, -0.2, 0.4, 0.38
- Cc1ccc(COc2ccc(/C=N/NC(=O)c3ccc(CN4CCOCC4)cc3)cc2)cc1
→ 11, 2.2, 573, 2.0, x, 60, 2.3, 0.49, 1%, 0.48, 6.7, i, x, i, 0.9, 1121, -0.22, 0.2, -0.93
- CN=C1S/C(=C\c2ccc(N3CCCC3)c(F)c2)C(=O)N1C
→ 9, 3.9, 648, 5.8, 0.37, 53, -2.8, -0.3, 10%, -0.27, 8.0, i, 1547, i, 1, 1043, -0.29, 0.2, 0.32
- Cc1ccc(-c2nc(CS(=O)CC(=O)NCCN3CCCC3)c(C)o2)cc1 (stereo not drawn)
→ x, 4.3, x, 4.6, -0.44, 43, x, -0.29, -5%, 0.034, 4.3, i, 934, i, 0.9, x, -0.15, 1.7, -0.17
- NS(=O)(=O)c1ccc(NC(=O)CN2CCCc3ccccc32)cc1
→ -1, x, 698, x, -0.99, 30, 0.2, -0.18, x, 0.37, x, +, 1084, i, x, 1286, -0.25, 1.4*, -0.033
- O=c1c(F)cn(C2CCCO2)c(=O)n1Cc1ccccc1Cl (stereo not drawn)
→ 12, 2.2, 708, 5.0, 0.15, 25, -0.5, -0.75, 7%, -0.42, 6.0, i, 2026, i, 1.1, 1032, -0.24, 11, -0.051
- c1ccc(-c2nn3c(C4CCCCC4)nnc3s2)cc1
→ x, 1.7, x, 5.0, 1.5, 29, -1.6, 2.5, -2%, 2.5, 5.3, i, 1015, i, 1.1, 1237, 0.29, 0.9, -2.6
- O=C(NCc1ccccc1)c1ccc(CS(=O)(=O)c2ccccc2)o1
→ x, 2.2, x, 2.6, 0.18, 32, x, -1.3, -4%, -0.67, 9.2, i, 911, i, 1.1, x, -0.17, 1.0, 0.37
- Cc1ccc(NC(=O)c2noc3c2CC(C(C)(C)C)CC3)cc1 (stereo not drawn)
→ 9, 1.8, 803, 1.7, 0.14, 11, 0.3, -1, 6%, -0.53, 7.5, i, 1037, i, 1.1, 1021, -0.32, 1.9, 1.1
- COc1ccc2[nH]c(=O)c(CN(Cc3cccs3)Cc3nnnn3C(C)(C)C)cc2c1
→ -2, 2.1, 631, 2.6, -1.8, 47, -1.4, -0.01, 17%, 0.32, 6.7, i, 1742, i, 1.2, 1029, -0.26, 13, 1
- O=C(COc1ccc([N+](=O)[O-])cc1)Nc1cccnc1
→ 2, 1.6, 742, 4.1, 0.17, 31, -1.4, 3.8, 8%, 3.3, 12, i, 1411, i, 1.1, 1045, 0.11, 0.6, -2.3
- O=c1c2ccccc2nnn1Cc1ccc(F)cc1
→ 4, 2.4, 703, 5.6, 0.12, 35, 0.2, 0.63, -7%, 0.13, 8.6, i, 1499, i, 1.1, 967, -0.24, 0.7, -1.2
- COC(=O)c1cc(COc2ccc3oc(C)c(C(=O)OC)c3c2)c(C)o1
→ -1, 2.3, 732, 3.6, -0.11, 24, -0.7, -0.1, 0%, 0.4, 8.1, i, 1014, i, 1, 1184, -0.15, 3.5, -1.3
- CCc1ccc(-c2nnn(CCC(=O)OC)n2)cc1
→ x, 2.1, x, 1.3, 0.73, 28, -1.8, -0.49, 9%, -0.24, 11, i, 1537, i, 1, 1290, -0.18, 2.8, 0.46
- NS(=O)(=O)c1ccc(N/N=C/c2ccc(O)cc2O)c([N+](=O)[O-])c1
→ -5, x, 734, x, -1.2, 36, 0.7, -1.5, x, -1.1, x, i, 1283, i, x, 1331, -0.25, 0.1, 1
- Cc1[nH]n(-c2ccc(Cl)cc2)c(=O)c1/C=N/n1c(C)nc2ccccc2c1=O
→ 4, 2.6, 718, 5.3, x, 35, -1.6, -0.59, -53%, -0.067, 6.2, i, x, i, 1.1, 1159, -0.22, 1.7, -1.1
- CCOc1cc(C(=S)N2CCOCC2)ccc1OC
→ -2, 2.4, 736, 3.6, -0.13, 43, -1.2, 0.18, 3%, 0.4, 3.7, i, 869, i, 1.1, 1197, -0.23, 7.1, 1.4

Already shown: entries from further up.
Below each SMILES: Lipid droplet, MT stabilize HCS Hoechst-high %, Lipid droplet cells 6.5 µM, MT stabilize HCS, Insulin prom up, T cell modulator vesicle-bound %, b-catenin transl, Dynein transport, human PMI inhibition, Dynein transport nuclear GR-EGFP, MT stabilize HCS cytotoxicity %, Myeloid diff 2, Insulin prom up cell count, T cell modulator, TNAP activators, b-catenin transl cell count 5 µM, Dynein transport cytoplasmic EGFP, Myeloid diff 2 GFP+ MAC1+ %, Dynein transport cell count
- Cc1[nH]n(-c2ccc(Cl)cc2)c(=O)c1/C=N/n1c(C)nc2ccccc2c1=O
→ 4, 2.6, 718, 5.3, x, 35, -1.6, -0.59, -53%, -0.067, 6.2, i, x, i, 1.1, 1159, -0.22, 1.7, -1.1
- CCOc1cc(C(=S)N2CCOCC2)ccc1OC
→ -2, 2.4, 736, 3.6, -0.13, 43, -1.2, 0.18, 3%, 0.4, 3.7, i, 869, i, 1.1, 1197, -0.23, 7.1, 1.4

Compound activity: PubChem BioAssay, several laboratories
